KB-V1 cytotox – KB-V1 MDR subline cytotoxicity; KB-V1 MDR cells viability, CellTiter-Glo, 72 h; Potency, µM (doses to about 46.1 µM), for the others: top-dose activity change, negative = cytotoxicity, usual class: cytotoxic; 400,000 compounds, 3.4% hits; note: potency is the fitted concentration of half-maximal effect; % is set by controls: 0 for no effect and ±100 for the full control effect; nearly all actives have a fitted effect of over 60% in size
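KB-V1, DMEM (no phenol red) + 10% FBS; cpd pin-transferred, titration series; 72 h, 37 degrees C; CellTiter-Glo, luminescence. Data normalized, curve-fit.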
KB-3-1 tox – kills parental KB-3-1 adenocarcinoma cells. KB-3-1 viability, CellTiter-Glo ATP luminescence, 72 h. Potency, µM (series often up to 46.1 µM), for inactives: at the highest dose activity change, negative = cytotoxic, most hits filed as cytotoxic. 400,000 compounds, 1.4% hits. AID 1347075; note: potency is the fitted concentration of half-maximal effect; % is set by controls: 0 for no effect and ±100 for the full control effect; nearly all actives have a fitted effect of over 60% in size
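72 h, 37 °C compound treatment of KB-3-1 parental cells; CellTiter-Glo added, 10 min, luminescence read. Data corrected against DMSO-only plates and normalized before curve fitting.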
MCF10A rerep – induces DNA re-replication in MCF 10a normal breast cells. AID 624296. MCF 10A DNA re-replication, Hoechst nuclear intensity, 48 h. Potency, µM (highest dose often 46.1 µM), without a hit: at the highest dose activity, positive = re-replication, most hits filed as activators. 350,000 compounds, 2.9% hits; note: potency is the fitted concentration of half-maximal effect; % of control where 0% means no effect; nearly all actives have a fitted effect of over 50% in size
HEK293 tox – cytotoxic in the GLP-1 receptor inverse agonist counter-screen. HEK293 cAMP-luciferase reporter cells, luminescence, 24 h. Potency, µM (titrated, usually from 38.3 µM), inactives show top-dose activity change, negative = inhibition, hits mostly inhibitors. 410,000 compounds, 0.13% hits;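 note: loss of luciferase light is scored as toxicity; potency is the fitted concentration of half-maximal effect; % is set by controls: 0 for no effect and ±100 for the full control effect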
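Compound-treated cells are incubated 24 hr at 37 deg C under 5% CO2 after a 12 hour attachment period, then luciferase detection reagent is added and luminescence is measured following 12 min at room temperature; lowered signal indicates toxicity.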
HT1080-NT tox – kills 2HG-producing HT-1080-NT fibrosarcoma cells; HT-1080-NT fibrosarcoma viability, CellTiter-Glo ATP luminescence, 48 h; Potency, µM (highest dose often 46.1 µM), inactives show at the top dose activity, negative = less viability, usual class: cytotoxic; 360,000 compounds, 1.6% hits;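 note: NT is the 2HG producing partner of a matched IDH1 knockdown line; potency is the fitted concentration of half-maximal effect; 0% = DMSO-treated cells and -100% = media-only wells without cells; nearly all actives have a fitted effect of over 55% in size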
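Compounds were tested in concentration-response format on HT-1080-NT cells for 48 hours at 37 degrees C. Cell viability came from CellTiter-Glo luminescence; curves were classified by r2, response magnitude and activity.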
DRD3 agonist – D3 dopamine receptor (human) agonism; 410,000 compounds, 0.58% hits; AID 652048; D3R DiscoveRx beta-arrestin cells, luminescence, 90 min; max activation, %; in the data active = max activation above about 30%; note: 0% is about no effect; mostly tested at two doses, the higher about 12 µM
Target sequence (P35462 whole entry, looked up): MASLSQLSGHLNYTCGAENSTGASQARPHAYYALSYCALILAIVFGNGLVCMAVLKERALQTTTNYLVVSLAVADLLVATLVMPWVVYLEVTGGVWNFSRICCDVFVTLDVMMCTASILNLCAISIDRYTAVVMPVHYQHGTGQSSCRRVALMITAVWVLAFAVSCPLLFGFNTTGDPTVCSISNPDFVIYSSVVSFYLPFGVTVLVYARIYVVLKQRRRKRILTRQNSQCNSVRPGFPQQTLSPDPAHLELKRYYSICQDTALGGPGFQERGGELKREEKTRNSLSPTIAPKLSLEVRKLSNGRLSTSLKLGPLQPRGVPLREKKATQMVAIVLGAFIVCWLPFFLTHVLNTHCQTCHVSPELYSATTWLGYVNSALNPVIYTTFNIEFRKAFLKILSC
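Agonist-mode cell screen: cells plated at 1500/well and incubated overnight at 37 °C, then exposed to library compounds for 90 min at 37 °C. Detection reagent was added for 30–60 min at room temperature, and luminescence was read.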
SW480 rereplic – induces DNA re-replication in SW480 colon adenocarcinoma cells; SW480 DNA re-replication, Hoechst DNA content imaging, 48 h; Potency, µM (doses to about 46.1 µM), for inactives: at the highest dose re-replication activation, actives largely listed as activators; 340,000 compounds, 1.8% hits; note: potency is the fitted concentration of half-maximal effect; % of control where 0% means no effect; nearly all actives have a fitted effect of over 55% in size
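First, 250 cells per well were seeded. Next, compound or vehicle (23 nL) was pinned in, plates sat 48 hr at 37 C. Finally Hoechst was added for 40 min before fluorescence scanning.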
IL-1B inflam inh – inflammasome signaling inhibition, IL-1 beta readout; THP-1 LPS/ATP IL-1B secretion, AlphaLISA, 16 h; hits give low values; activity change, % at 57.5 µM; 360,000 compounds, 4.7% hits; in the data active = activity change below about -50%; inconclusive = mostly about -30% to -49%; note: % is set by controls: 0 for no effect and ±100 for the full control effect
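Secreted IL-1B measured by AlphaLISA bead assay after 16 h compound exposure of THP-1 cells; compounds (final up to 57.5 uM) added 1 h before LPS (250 ng/mL) and ATP (1.25 mM) stimulation; lower signal means less secretion.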
HT1080 IDH1KD tx – toxicity to HT-1080 IDH1 knockdown cells (counter line); HT-1080 IDH1 knockdown viability, ATP luminescence, 48 h; Potency, µM (highest dose often 46.1 µM), for inactives: at the top dose activity, negative = toxicity, hits mostly cytotoxic; 360,000 compounds, 2% hits;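 note: potency is the fitted concentration of half-maximal effect; 0% = DMSO wells and -100% = cell-free medium wells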
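IDH1KD HT-1080 cells, 750/well, RPMI + 5% FBS; compound pinned after 2 h settling; 48 h, 37 °C; CellTiter-Glo luminescence; % activity normalised to DMSO and no-cell wells; curves fitted, classed by r2 and efficacy.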
The depositor's hits bear a star; [ ] = remark or other dose. Unless noted, calls come from the whole dose curve; as a rule, active = well fitted curve in the direction sought with a large enough effect; inconclusive = small, poorly fitted or top-dose-only effect, or another doubt; inactive = no such curve, though single readings can be large; an effect the other way counts as inactive or inconclusive.

`CCCCNC(=O)Nc1nnc(-c2ccccc2)o1` gave KB-V1 cytotox -29%, KB-3-1 tox -1%, MCF10A rerep 8%, HEK293 tox -15%, HT1080-NT tox 14%, DRD3 agonist -1, SW480 rereplic -4%, IL-1B inflam inh 31 and HT1080 IDH1KD tx 14%.
`Cc1ccc2c(c1)NC(=O)C(CC(=O)NCCCN1CCCC1=O)O2` (stereo not drawn) gave KB-V1 cytotox 10%, KB-3-1 tox -4%, MCF10A rerep 2%, HEK293 tox 5%, HT1080-NT tox 8%, DRD3 agonist 1, SW480 rereplic -4%, IL-1B inflam inh -2 and HT1080 IDH1KD tx 5%.
CN1CCC(=NNC(=O)CSCc2ccccc2)CC1 was read as KB-V1 cytotox -3%, KB-3-1 tox 0%, MCF10A rerep 5%, HEK293 tox 2%, HT1080-NT tox 2%, DRD3 agonist -9, SW480 rereplic -5%, IL-1B inflam inh 0 and HT1080 IDH1KD tx 5%.
COc1cccc(CNC(=S)Nc2ccc3c(c2)c(=O)n(C)n3Cc2ccc(F)cc2)c1 was read as KB-V1 cytotox -17%, KB-3-1 tox -3%, HEK293 tox 6%, HT1080-NT tox inconclusive, DRD3 agonist 2, IL-1B inflam inh -9 and HT1080 IDH1KD tx 0%.
CC1(C)CC(=O)C2=C(C1)Nc1ccccc1N(C(=O)C1CC1)C2c1ccco1 (stereo not drawn) was read as KB-V1 cytotox 3%, KB-3-1 tox -11%, MCF10A rerep 1%, HEK293 tox -3%, HT1080-NT tox -1%, DRD3 agonist 0, SW480 rereplic -4%, IL-1B inflam inh -15 and HT1080 IDH1KD tx 0%.
Cc1cccc2c1-c1sc(C(=O)Nc3ccc(F)cc3F)cc1CO2 was read as KB-V1 cytotox 3%, KB-3-1 tox -21%, HEK293 tox 62%[activator] and DRD3 agonist -16.
Screening S=C(CSc1ccccc1)Nc1cccc2ccccc12 returned KB-V1 cytotox 2%, KB-3-1 tox 0%, HEK293 tox inconclusive, HT1080-NT tox -4%, DRD3 agonist 2, IL-1B inflam inh -10 and HT1080 IDH1KD tx -4%.
`CCOc1ccccc1NC(=O)c1ccc2nccnc2c1` gave KB-V1 cytotox -23%, KB-3-1 tox 0%, MCF10A rerep 8%, HEK293 tox -27%, HT1080-NT tox -1%, DRD3 agonist 6, SW480 rereplic -2%, IL-1B inflam inh 11 and HT1080 IDH1KD tx 10%.
`c1ccc(-c2nc(-c3ccncc3)n[nH]2)nc1` gave KB-V1 cytotox -29%, KB-3-1 tox -17%, MCF10A rerep -12%, HEK293 tox inconclusive, HT1080-NT tox inconclusive, DRD3 agonist -6, SW480 rereplic 4%, IL-1B inflam inh -2 and HT1080 IDH1KD tx inconclusive.
Screening COc1cc(/C=C/C(=O)O)cc(Br)c1O returned KB-V1 cytotox 2%, KB-3-1 tox 6%, MCF10A rerep -6%, HEK293 tox 1%, HT1080-NT tox -6%, DRD3 agonist 2, SW480 rereplic 20%, IL-1B inflam inh 15 and HT1080 IDH1KD tx -16%.

The final 2 compounds of the section above come first, to join the parts:
`c1ccc(-c2nc(-c3ccncc3)n[nH]2)nc1` gave KB-V1 cytotox -29%, KB-3-1 tox -17%, MCF10A rerep -12%, HEK293 tox inconclusive, HT1080-NT tox inconclusive, DRD3 agonist -6, SW480 rereplic 4%, IL-1B inflam inh -2 and HT1080 IDH1KD tx inconclusive.
Screening COc1cc(/C=C/C(=O)O)cc(Br)c1O returned KB-V1 cytotox 2%, KB-3-1 tox 6%, MCF10A rerep -6%, HEK293 tox 1%, HT1080-NT tox -6%, DRD3 agonist 2, SW480 rereplic 20%, IL-1B inflam inh 15 and HT1080 IDH1KD tx -16%.
For COc1ccc(C(NC(=O)/C=C\c2ccco2)c2ccc(OC)c(OC)c2)cc1 (stereo not drawn) the results were KB-V1 cytotox -21%, KB-3-1 tox 3%, MCF10A rerep 7%, HEK293 tox -2%, HT1080-NT tox -2%, DRD3 agonist -8, SW480 rereplic 3%, IL-1B inflam inh -4 and HT1080 IDH1KD tx -15%.
O=C(OCC(=O)N1CCc2ccccc21)c1ccc([N+](=O)[O-])cc1 was read as KB-V1 cytotox 0%, KB-3-1 tox 2%, MCF10A rerep 0%, HEK293 tox -21%, HT1080-NT tox 4%, DRD3 agonist -14, SW480 rereplic -3%, IL-1B inflam inh 5 and HT1080 IDH1KD tx 11%.
For O=C1CC(N2CCN(c3ccc(S(=O)(=O)N4CCCC4)cc3)CC2)C(=O)N1c1ccc(F)cc1 (stereo not drawn) the results were KB-V1 cytotox -6%, KB-3-1 tox 10%, MCF10A rerep -8%, HEK293 tox -19%, HT1080-NT tox 15%, DRD3 agonist 9, SW480 rereplic -4%, IL-1B inflam inh 7 and HT1080 IDH1KD tx 18%.
For O=c1c2sc3ccccc3c2n(Cc2cccc(Cl)c2)c(=O)n1Cc1ccco1 the results were KB-V1 cytotox 5%, KB-3-1 tox 2%, HEK293 tox 5% and DRD3 agonist 14.
For CCN(CC(=O)Nc1c(F)cccc1F)C(=O)c1cccc(S(=O)(=O)N2CCc3ccccc3C2)c1 the results were KB-V1 cytotox -2%, KB-3-1 tox -13%, MCF10A rerep 20%, HEK293 tox -19%, HT1080-NT tox -6%, DRD3 agonist -20, SW480 rereplic -1%, IL-1B inflam inh -1 and HT1080 IDH1KD tx -11%.
For COC(=O)c1ccccc1NC(=O)c1cnn2cccnc12 the results were KB-V1 cytotox -11%, KB-3-1 tox 1%, MCF10A rerep -4%, HEK293 tox 10%, HT1080-NT tox 4%, DRD3 agonist -7, SW480 rereplic 12%[1.84 µM], IL-1B inflam inh -8 and HT1080 IDH1KD tx 1%.
For CC(OC(=O)CNC(=O)C12CC3CC(CC(C3)C1)C2)C(=O)Nc1ccc(N2CCOCC2)cc1 (stereo not drawn) the results were KB-V1 cytotox -2%, KB-3-1 tox 15%, MCF10A rerep 1%, HEK293 tox 6%, HT1080-NT tox 8%, DRD3 agonist 5, SW480 rereplic 0%[9.22 µM], IL-1B inflam inh 7 and HT1080 IDH1KD tx 1%.
`O=C(CCCCCCCC(=O)N1CCCCCC1)N1CCCCCC1` gave MCF10A rerep -1%, HEK293 tox 25%, HT1080-NT tox 0%, DRD3 agonist 6, SW480 rereplic 10%, IL-1B inflam inh 0 and HT1080 IDH1KD tx 1%.
CCN1C(=O)[C@H]2[C@@H](c3ccc(SC4CCCCC4)c(OC)c3)N3CCCC[C@@]3(C(=O)OC)[C@H]2C1=O was read as KB-V1 cytotox -19%, KB-3-1 tox inconclusive, MCF10A rerep inconclusive, HEK293 tox -4%, HT1080-NT tox -28%, DRD3 agonist -8, SW480 rereplic 15%, IL-1B inflam inh 0 and HT1080 IDH1KD tx inconclusive.
For CCOC(=O)C1=CC[C@@H](c2ccccc2)N(S(=O)(=O)c2ccc(C)cc2)[C@H]1C the results were KB-V1 cytotox -15%, KB-3-1 tox -9%, HEK293 tox 6%, HT1080-NT tox -10%, DRD3 agonist -10, IL-1B inflam inh 53 and HT1080 IDH1KD tx inconclusive.
`CCc1nc2ccc(C(=O)N3CCN(C(=O)c4ccco4)CC3)cn2c1N(C)C(=O)Nc1ccccc1OC` gave KB-V1 cytotox -4%, KB-3-1 tox 19%, HEK293 tox 1%, HT1080-NT tox 22%, DRD3 agonist 16, IL-1B inflam inh 4 and HT1080 IDH1KD tx -4%.
Screening CC(=O)c1cccc(NC(=O)CSc2nc(=O)n(Cc3ccco3)c3c2CCC3)c1 returned KB-V1 cytotox -2%, KB-3-1 tox 2%, HEK293 tox 1% and DRD3 agonist 15.
For CC1CCCC(NC(=O)COC(=O)Cc2c[nH]c3ccccc23)C1C (stereo not drawn) the results were KB-V1 cytotox 4%, KB-3-1 tox -4%, MCF10A rerep 4%, HEK293 tox 24%, HT1080-NT tox 14%, DRD3 agonist 5, SW480 rereplic -1%, IL-1B inflam inh 24 and HT1080 IDH1KD tx 3%.
Screening CCOCc1nnc(NC(=O)CSCc2ccccc2)s1 returned KB-V1 cytotox -4%, KB-3-1 tox 1%, MCF10A rerep 6%, HEK293 tox -4%, HT1080-NT tox 3%, DRD3 agonist -6, SW480 rereplic 2%, IL-1B inflam inh 19 and HT1080 IDH1KD tx 0%.
COC(=O)c1cc(C(=O)CC(C)C)c[nH]1 was read as KB-V1 cytotox -6%, KB-3-1 tox 19%, MCF10A rerep -4%, HEK293 tox 15%, HT1080-NT tox 6%, DRD3 agonist -18, SW480 rereplic 0%, IL-1B inflam inh inconclusive and HT1080 IDH1KD tx 13%.
`O=C(COC(=O)CN1C(=O)C2CC=CCC2C1=O)Nc1cc(C(F)(F)F)ccc1N1CCOCC1` (stereo not drawn) gave KB-V1 cytotox 1%, KB-3-1 tox 0%, MCF10A rerep 4%, HEK293 tox 8%, HT1080-NT tox -4%, DRD3 agonist 3, SW480 rereplic -7%, IL-1B inflam inh 4 and HT1080 IDH1KD tx 1%.
For CCC(C)[C@H](N)c1nnc(SCc2cccc(F)c2)o1 (stereo partly drawn) the results were KB-V1 cytotox -1%, KB-3-1 tox -1%, MCF10A rerep -3%, HEK293 tox -7%, HT1080-NT tox 11%, DRD3 agonist -8, SW480 rereplic -14%, IL-1B inflam inh -2 and HT1080 IDH1KD tx -3%.
Screening CCNC(=O)C1CCCN(C(=O)c2ccccc2)CC1 (stereo not drawn) returned KB-V1 cytotox 6%, KB-3-1 tox 0%, HEK293 tox 3%, HT1080-NT tox inconclusive, DRD3 agonist 4, IL-1B inflam inh 32 and HT1080 IDH1KD tx 26%.
Screening Cc1nc2cc(C(=O)OCC(=O)Nc3cccc(Cl)c3)ccc2n1-c1ccccc1 returned KB-V1 cytotox 7%, KB-3-1 tox 2%, MCF10A rerep -3%, HEK293 tox 0%, HT1080-NT tox -4%, DRD3 agonist 1, SW480 rereplic -3%, IL-1B inflam inh -19 and HT1080 IDH1KD tx -10%.

High-throughput results from PubChem BioAssay.
